Bioassay records (PubChem)
MCL1 BIM primary: disrupts human MCL1 binding to BIM-BH3 peptide; GST-MCL1 / FITC-Bim-BH3 fluorescence polarization; inhibition, % at 10.9 µM; 0.68% of 320,000 active; AID 2057;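 active = inhibition above the mean inhibition of all tested compounds plus 3 SD, set per campaign, cut at about 40% in these data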;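 note: 0% = DMSO wells and 100% = unlabeled Bim-BH3 peptide control; higher means more loss of mP so more displacement of Bim peptide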
MEX-5 binding: C. elegans MEX-5 TCR-2 RNA binding activity. activity score (negative = inhibition of binding), % at 10 µM. 0.38% of 300,000 active. MEX-5/FITC-TCR2 RNA binding, fluorescence polarization; active compounds read low;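 active = inhibition past about -25% in most replicates, and total fluorescence under double the plate's negative control median, limit read from the data; inconclusive = replicates evenly split on the limit, or fluorescence at least double controls; inactive = too little inhibition in most replicates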;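 note: 0% = DMSO and -100% = 5 µM competing unlabeled TCR2 RNA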
CIT2-GFP yeast: alters CIT2-GFP fluorescence in TOR pathway yeast screen; S. cerevisiae CIT2-GFP strain, flow cytometry, 3 h; 100 means same as DMSO wells; GFP response vs DMSO, % at 10 µM; 0.065% of 320,000 active; AID 2029;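 active = GFP response relative to DMSO above a set limit, near the screen mean plus 3 SD, cut at about 150% in these data; inconclusive = Fewer than 70 cells measured for a yeast strain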;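 note: ratio of well median GFP fluorescence to mean of DMSO wells on the plate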
VLA-4 inh: inhibition in a human VLA-4 binding assay; P13612; VLA-4 expressing cells, ligand binding flow cytometry; 0.2% of 330,000 active; inhibition, % (about 7 µM as worked out from the volumes in the protocol); AID 2557; in the data active = inhibition above about 50%
GLD-1 RNA inh: GLD-1-TGE RNA interaction inhibition (C. elegans); 0.44% of 320,000 active; purified GLD-1 + fluorescein TGE RNA, fluorescence polarization; AID 2280; inhibition, % at 5.96 µM;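 active = percent inhibition above a per-plate cutoff, the plate mean of test compounds plus 3 SD, cut at about 30% in these data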;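 note: 0% = DMSO wells with GLD-1 and probe and 100% = wells lacking GLD-1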
BCLXL inh: inhibitors of human Bcl-xL | AID 2129 | Q07817 | 0.7% of 320,000 active | inhibition, % at 10.9 µM | GST-Bcl-xL / FITC-Bim BH3 peptide fluorescence polarization;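 active = inhibition above the mean of all tested compounds plus 3 SD, cutoff set per campaign, cut at about 30% in these data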;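 note: 0% = DMSO wells and 100% = unlabeled Bim-BH3 peptide competitor; inhibitors lower millipolarization by displacing the labeled peptide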
Target sequence (Q07817 whole entry, looked up): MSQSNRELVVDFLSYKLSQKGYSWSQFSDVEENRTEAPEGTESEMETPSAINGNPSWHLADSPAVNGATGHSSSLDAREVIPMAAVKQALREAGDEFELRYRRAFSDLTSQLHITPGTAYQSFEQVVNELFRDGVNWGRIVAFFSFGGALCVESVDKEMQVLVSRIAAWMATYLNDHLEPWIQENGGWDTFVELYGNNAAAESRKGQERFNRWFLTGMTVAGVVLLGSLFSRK
GRK2 aptamer HTS: human GRK2 inhibition via aptamer displacement. P25098. bead flow cytometry, FAM-aptamer displacement from GRK2. inhibition of aptamer binding, % at 10 µM. 0.59% of 330,000 active;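 active = inhibition of aptamer binding above 40%, roughly 3 SD of noise, on plates passing a quality check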;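 note: median bead fluorescence of bound FAM aptamer so fluorescent compounds give negative values; no value below 0 was filed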
Target sequence (P25098 whole entry, looked up): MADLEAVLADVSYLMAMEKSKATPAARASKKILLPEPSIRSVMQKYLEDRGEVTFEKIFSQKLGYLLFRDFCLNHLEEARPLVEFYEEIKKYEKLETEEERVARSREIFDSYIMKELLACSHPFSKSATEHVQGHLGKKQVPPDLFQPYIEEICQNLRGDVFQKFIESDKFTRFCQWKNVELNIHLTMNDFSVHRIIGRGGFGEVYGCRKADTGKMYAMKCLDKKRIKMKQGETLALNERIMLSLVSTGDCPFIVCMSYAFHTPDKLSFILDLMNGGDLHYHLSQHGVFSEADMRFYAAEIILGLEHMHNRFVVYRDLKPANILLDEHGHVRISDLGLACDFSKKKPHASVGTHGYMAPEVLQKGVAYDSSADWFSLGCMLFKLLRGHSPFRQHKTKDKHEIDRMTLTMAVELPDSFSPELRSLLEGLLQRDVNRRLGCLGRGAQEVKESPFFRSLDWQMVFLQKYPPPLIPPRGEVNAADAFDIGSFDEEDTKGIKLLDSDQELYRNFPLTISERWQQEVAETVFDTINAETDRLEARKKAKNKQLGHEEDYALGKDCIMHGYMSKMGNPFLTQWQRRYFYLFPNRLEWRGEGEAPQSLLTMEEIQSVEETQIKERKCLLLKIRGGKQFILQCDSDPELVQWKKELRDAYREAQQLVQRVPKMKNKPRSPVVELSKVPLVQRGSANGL
AGP1-GFP MLPCN: yeast TOR pathway AGP1-GFP modulation; S. cerevisiae AGP1-GFP multiplex flow cytometry, 3 h; GFP as percent of DMSO wells; GFP response vs DMSO, % at 10 µM; 0.02% of 320,000 active;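 active = GFP response relative to DMSO above a set limit, near screen average plus 3 SD, cut at about 150% in these data; inconclusive = fewer than 70 cells counted for the yeast strain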;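 note: median GFP channel fluorescence of the gated AGP1 strain per well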
CR mimetic SO: yeast age-related superoxide inhibition as caloric restriction mimetic; S. cerevisiae aged cells, superoxide DHE fluorescence; active compounds read low; superoxide response (% of plate mean), % at 10 µM; 0.18% of 330,000 active; AID 2690;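 active = superoxide response under a set limit, about three screen SD below normal, cut at about 65% in these data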;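 note: yeast aged for seven days with compound at 30 °C before DHE staining; 100% = average MFI of all compound-treated wells on the plate with controls excluded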
* marks the source's active call; other numbers are inactive results; ? = inconclusive; . = no result given.

SMILES	MCL1 BIM primary	MEX-5 binding	CIT2-GFP yeast	VLA-4 inh	GLD-1 RNA inh	BCLXL inh	GRK2 aptamer HTS	AGP1-GFP MLPCN	CR mimetic SO
O=C(/C=C/c1ccc(O)cc1)c1ccc(NC2=C(N3CCCCC3)C(=O)c3ccccc3C2=O)cc1	-6.1	-0.7	96.5	-15.2	-11.9	0.7	1.0	102.7	155.4
CCN(c1cccc(C)c1)S(=O)(=O)c1ccc(-c2ccc(=O)[nH]n2)o1	-18.6	-0.1	105.5	14.1	-4.3	-7.5	2.0	104.8	115.8
Cc1ccc(C)c(-n2c(Cc3cc(=O)[nH]c(=O)[nH]3)nnc2SCC(=O)NCC2CCCO2)c1 (centres undefined)	10.9	.	?	-4.2	6.1	7.6	0.0	?	91.9
CC(C)(C)C(=O)NCCn1ccc2ccccc21	3.6	-2.6	114.9	-8.8	4.2	0.1	5.0	106.2	101.4
N=c1sccn1CC(=O)Nc1ccccc1Oc1ccccc1	8.7	-2.1	104.1	-5.0	5.0	2.7	0.0	100.5	100.5
Cc1sc2ncnc(OCC(=O)NCc3cccs3)c2c1C	5.9	0.5	103.7	-0.6	-0.2	1.7	0.0	99.4	107.9
CN(C)CCC=C1c2ccccc2CCc2ccccc21	.	.	106.2	-8.9	-5.6	.	0.0	106.2	107.1
C=CCn1c(SCC(=O)NC2(C#N)CCCCC2)nnc1-c1ccncc1	-0.6	2.4	108.5	-6.6	6.9	-6.8	1.0	109.9	110.0
O=C(O)CCC(=O)Nc1nnc(C(F)(F)F)s1	-0.5	.	96.6	9.7	3.4	1.2	4.0	96.9	98.4
COc1cc(-c2cn[nH]c2N)cc(OC)c1OC	7.0	-0.7	102.3	.	4.2	7.7	1.0	104.6	92.8
O=C(OCc1cc(=O)n2ccsc2n1)c1ccccc1NCCO	.	.	104.5	0.0	5.1	.	5.0	112.1	94.9
Cc1ccccc1NC(=O)CSc1[nH]c(=O)cc(C)c1C#N	16.5	1.5	91.1	10.6	-2.0	8.6	3.0	100.4	103.9
COc1ccc2ccccc2c1/C=N/NC(=O)c1nnn(-c2nonc2N)c1C(C)C	-8.0	-0.5	100.4	9.6	3.6	-10.5	2.0	98.8	97.4
O=C1c2ccccc2C(=O)C12OC2c1cccc2ccccc12 (centres undefined)	6.0	0.3	101.0	-5.3	-4.0	5.8	2.0	101.5	117.3
c1cc2c3c(cccc3c1)NC1(CCC3(CC1)Nc1cccc4cccc(c14)N3)N2	10.6	2.1	100.0	10.2	4.1	7.0	2.0	100.9	84.2
O=C1c2cccc3cccc(c23)C(=O)N1Cc1cccnc1	4.0	0.0	.	8.6	5.2	3.7	0.0	.	112.3
O=C1CC(N2CCOCC2)C(=O)N1Cc1ccc(N2CCCC2=O)cc1 (centres undefined)	1.9	-1.9	90.9	10.3	1.2	4.1	1.0	95.2	98.6
CCN(CC(=O)Nc1cc(Cl)ccc1-n1cncn1)Cc1nc2ccccc2c(=O)[nH]1	3.9	.	91.8	-42.8	4.8	3.7	1.0	91.6	118.4
CCOC(=O)N1CCN(C(=O)c2cc(C)c3c(C)nn(-c4ccccc4)c3n2)CC1	-9.6	.	104.0	-2.0	-2.1	3.2	0.0	106.1	96.5
Cc1ccc(-c2noc(CNS(=O)(=O)c3ccccc3)n2)cc1	-1.3	0.0	91.5	-18.7	7.9	-0.5	20.0	97.3	99.5
O=C(NCc1ccccc1Cl)c1cccc(C(F)(F)F)c1	-23.1	.	91.9	1.9	5.4	0.7	0.0	96.9	78.4
CN(C)S(=O)(=O)c1ccc(/C(O)=C2/C(=O)C(=O)N(CCCN3CCOCC3)C2c2ccncc2)cc1 (centres undefined)	-3.3	-0.1	99.7	1.7	-1.4	1.5	0.0	84.4	102.7
COc1ccc(Br)cc1CNC(=O)C1CCCN(S(C)(=O)=O)C1 (centres undefined)	-3.9	-0.8	99.7	14.4	8.4	-1.5	2.0	108.0	110.4
COc1cccc(C(=O)Nc2nnc(-c3ccccc3)s2)c1OC	-4.8	0.0	95.5	43.1	-3.4	3.0	2.0	97.4	111.5
CSCC[C@H](NC(=O)C1CCCC1)c1nc2ccccc2[nH]1	4.1	-1.2	112.4	-1.8	5.1	0.2	3.0	108.0	98.3
Remaining list, next part:
SMILES	MCL1 BIM primary	MEX-5 binding	CIT2-GFP yeast	VLA-4 inh	GLD-1 RNA inh	BCLXL inh	GRK2 aptamer HTS	AGP1-GFP MLPCN	CR mimetic SO
Cc1ccc(C(C)(C)C)cc1S(=O)(=O)NC(=O)c1ccccc1	1.8	1.1	100.7	12.6	0.2	4.7	0.0	97.2	103.3
Cc1c(C(=O)N2CC(C)OC(C)C2)sc2nc(-c3ccc(F)cc3)cn12 (centres undefined)	0.6	0.6	104.9	12.3	7.2	3.6	0.0	105.3	87.2
CC1CCN(C(=O)COC(=O)[C@H](C)NS(=O)(=O)/C=C/c2ccccc2)CC1	4.5	1.7	104.0	3.8	3.5	4.2	1.0	99.7	102.5
COc1ccccc1NC(=O)C(=O)NCC1COc2ccccc2O1 (centres undefined)	0.0	0.9	101.8	10.2	-3.2	4.3	2.0	110.0	87.3
CC1=CC2=NC(=O)/C(=C\c3ccc(OC(=O)c4ccco4)cc3)C(=N)N2O1	-0.1	0.2	99.2	5.5	1.0	-8.2	.	92.9	123.3
CC(C)NC(=O)CC(c1ccccc1)c1cc(Br)ccc1O (centres undefined)	1.0	0.9	101.3	2.0	-2.2	1.4	0.0	99.0	74.1
Cc1cc(N2CCN(C(=O)c3ccco3)CC2)n2nc(-c3cccc(Cl)c3)cc2n1	-9.5	-2.6	86.0	-5.0	6.3	-4.6	4.0	84.4	114.8
CCCCCCC(=O)N(O)C1CC(=O)N(c2ccc(C)cc2)C1=O (centres undefined)	8.8	0.5	99.0	37.1	9.2	10.3	2.0	105.2	93.1
COCCCNC(=O)Cn1c(=O)n(CCCCCC(=O)Nc2ccccc2)c(=O)c2sccc21	11.7	1.8	93.4	23.4	2.6	3.9	4.0	100.5	80.9
O=C(Nc1cc(C(=O)N2CCCC2)ccc1N1CCCC1)C1CC1	5.7	-1.0	96.4	-0.4	-0.8	6.7	0.0	102.8	90.8
CCOC(=O)c1cnn(CCOC(=O)C(C)(C)C)c1NC(=O)C(C)(C)C	4.7	1.7	96.9	1.7	-5.9	7.2	3.0	101.0	88.5
NN(Cc1ccccc1)C(=S)Nc1ccc(Cl)c(Cl)c1	7.9	1.1	101.9	-11.9	3.7	2.5	5.0	94.9	89.5
COc1ccc(CC(=O)Nc2ccc(S(=O)(=O)Nc3onc(C)c3C)cc2)cc1OC	3.2	1.4	110.8	11.4	-5.0	4.5	1.0	106.2	100.5
N#C/C(C(=O)N1CCCCC1)=C1/N=C(N)c2ccccc21	0.6	-2.6	94.3	-4.2	-1.4	1.5	100.0*	102.2	121.2
COC(=O)COc1ccc(S(=O)(=O)N2CCCCCC2)cc1C	-5.8	-2.0	103.1	6.0	2.1	-0.3	0.0	100.8	106.6
CCOC(=O)c1nn(-c2cccc(Cl)c2)c(C)c1C(C)=O	2.2	0.3	90.5	8.9	3.8	-1.4	2.0	97.7	122.8
O=C(Nc1ccc(F)cc1)c1ccc(S(=O)(=O)NCc2cccnc2)cc1	6.1	-1.5	103.9	7.4	3.8	-1.4	4.0	99.3	92.1
O=c1[nH]c2ccccc2s1	-5.7	0.5	100.0	29.4	3.2	-1.8	0.0	103.4	90.3
Cc1ccc(C2=CC(=O)C[C@H](c3ccc(Cl)cc3)C2)cc1	4.4	.	99.4	0.0	-5.0	4.4	0.0	97.3	108.5
CCOC(=O)c1nc(Nc2cccc(C)c2)c2ccccc2n1	4.8	-0.2	97.6	-3.6	4.3	4.8	1.0	82.5	98.6
O=C1CSC(c2ccccc2Cl)N1 (centres undefined)	-0.1	2.6	86.9	9.8	-4.8	3.4	3.0	.	96.5
COc1ccc(NC(=O)C(C)N2c3cccc4cccc(c34)S2(=O)=O)cc1 (centres undefined)	7.5	-0.1	90.0	6.5	2.7	2.6	1.0	.	93.8
CCOc1ccc(N/C(C)=C\C(=O)c2ccc3c(c2)OCCO3)cc1	1.8	0.3	93.7	24.3	-0.4	6.1	2.0	99.3	94.4
CN1CCN(C(=O)CSc2nc(-c3ccco3)cc(C(F)(F)F)n2)CC1	-2.8	-0.8	91.1	-1.1	-4.1	1.1	1.0	93.7	97.5
COc1ccc(OCCCCn2c(CO)nc3ccccc32)cc1	2.7	3.6	78.1	5.0	8.0	3.6	2.0	76.8	69.5
Next results
SMILES	MCL1 BIM primary	MEX-5 binding	CIT2-GFP yeast	VLA-4 inh	GLD-1 RNA inh	BCLXL inh	GRK2 aptamer HTS	AGP1-GFP MLPCN	CR mimetic SO
COc1cc(NC(=O)c2ccc(COc3ccccc3Br)o2)cc(OC)c1OC	8.5	-1.4	94.0	15.5	4.0	7.4	0.0	94.9	85.2
O=C1CN(C(=O)COC(=O)CCc2ccccc2)c2ccccc2N1	.	.	100.1	8.2	2.7	.	0.0	95.8	111.5
Cc1ccc2nc(SCC(=O)NC(=O)NCc3ccco3)[nH]c2c1	9.0	0.2	90.8	-7.4	3.2	6.6	4.0	99.1	95.8
COc1ccc(OC)c(/C=C2\SC(N3CCCCC3)=NC2=O)c1	-3.0	1.2	95.4	4.1	2.0	0.9	0.0	100.0	103.2
COC(=O)c1cc(Br)c(=O)n(CCN2CCOCC2)c1	2.5	-1.5	104.4	5.8	-0.3	2.5	0.0	107.8	97.8
O=C(Nc1c(-c2ccccc2)nc2ccccn12)c1ccccc1F	6.4	-3.2	94.0	16.6	3.7	7.4	1.0	95.6	94.8
O=C(Nc1ccccn1)c1ccc(S(=O)(=O)N2CCCCC2)cc1	2.4	0.8	96.6	-4.8	-1.2	4.1	2.0	96.9	106.8
Cc1ccc(NC(=O)c2oc3ccccc3c2C)nc1	3.7	1.6	90.6	-10.9	-1.7	-2.3	5.0	89.6	100.2
COc1ccnc(-n2cccc2C#N)c1C#N	2.4	-1.8	.	4.8	3.7	2.3	0.0	86.6	91.5
COc1c(O[C@@H]2O[C@H](CO)[C@@H](O)[C@H](O)[C@H]2O)cc2c(c1OC)-c1ccc(SC)c(=O)cc1C(NC(C)=O)CC2 (some centres undefined)	5.2	.	127.4	2.7	2.2	6.9	4.0	100.0	101.0
COCc1ccc(-c2c(-c3cc(OC)cc(OC)c3)oc(=O)c3cc(OC)c(OC)cc23)cc1	4.8	.	102.2	-9.8	-4.6	-0.1	0.0	98.6	99.4
Cc1cc(C)n(C(=O)CCN2C(=O)c3ccccc3C2=O)n1	4.9	-0.5	98.6	-0.9	-8.6	7.6	0.0	102.3	77.5
O=C(CCS(=O)(=O)c1ccc(Br)s1)NCc1ccc2c(c1)OCO2	-20.8	-1.3	.	8.6	2.0	-17.0	9.0	106.2	125.9
COc1cc(/C=N/OCC(=O)NC23CC4CC(CC(C4)C2)C3)ccc1OCc1ccccc1	2.7	-0.3	99.1	22.3	6.2	5.0	0.0	99.2	104.7
C=C1CC[C@@H]2[C@](C)(CO)[C@H](O)CC[C@@]2(C)[C@@H]1/C=C/C1=CCOC1=O	1.0	-1.2	99.8	-6.2	-2.1	1.0	0.0	92.4	92.8
CCOC(=O)c1sc(NC(=O)CSc2nc3ccccc3s2)c(C(=O)OCC)c1C	-5.4	-8.6	82.7	5.8	-10.6	-0.8	0.0	86.2	94.0
Cc1nc(-c2ccc(C(=O)N3CCOCC3)cc2)cs1	4.5	0.0	97.5	14.3	0.7	1.1	2.0	98.3	95.5
